High-throughput results (PubChem)
Integrin act MD – activators of alpha7 integrin expression for muscular dystrophy; actives 0.064% (n = 350,000); AID 624291; Potency, µM (titrated, usually from 38.3 µM), inactives show at the top dose activation, actives largely listed as activators; alpha7betagal myoblasts, beta-gal FDG fluorescence, 48 h;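 further: potency means the concentration at half of the fitted maximal effect; 100% = response of the positive control SU9516; nearly all actives have a fitted effect of over 60% in size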
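alpha7betagal+/- myoblasts (passage 13, 250/well) treated 48 h at 37C with compounds at 1:260 dilution of DMSO stock. Lysed, then beta-galactosidase activity read as FDG fluorescence (ex 480/em 540) after 30 min, with pre-read for autofluorescence.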
S-ASM inh – human S-ASM enzyme inhibition; Potency, µM (highest dose often 57.5 µM), for inactives: top-dose activity change, negative = inhibition, hits mostly inhibitors; actives 0.006% (n = 340,000); placental ASM, HMU-PC fluorogenic substrate, 60 min; further: potency means the concentration at half of the fitted maximal effect
Target sequence (P17405 47-631 limits assumed): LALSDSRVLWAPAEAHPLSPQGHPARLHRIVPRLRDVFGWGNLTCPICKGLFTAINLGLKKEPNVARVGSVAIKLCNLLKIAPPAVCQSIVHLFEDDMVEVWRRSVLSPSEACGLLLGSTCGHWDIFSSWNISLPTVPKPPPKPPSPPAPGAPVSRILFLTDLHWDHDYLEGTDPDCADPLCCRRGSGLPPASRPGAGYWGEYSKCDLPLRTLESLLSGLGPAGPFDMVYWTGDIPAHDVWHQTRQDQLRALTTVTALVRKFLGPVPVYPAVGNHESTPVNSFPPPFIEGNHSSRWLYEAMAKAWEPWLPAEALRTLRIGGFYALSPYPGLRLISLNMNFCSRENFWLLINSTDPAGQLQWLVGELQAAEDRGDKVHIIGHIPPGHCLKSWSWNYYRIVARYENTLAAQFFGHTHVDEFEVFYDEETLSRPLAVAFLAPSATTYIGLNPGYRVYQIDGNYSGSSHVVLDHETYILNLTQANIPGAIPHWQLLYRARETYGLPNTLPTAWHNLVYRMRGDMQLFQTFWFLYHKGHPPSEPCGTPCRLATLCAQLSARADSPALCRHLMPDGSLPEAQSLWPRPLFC
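HMU-PC0 cleavage (9 uM final) by human placental ASM, 60 min at 37 °C following 10 min compound exposure at RT; stopped at pH 10, fluorescence Ex 386/Em 447 nm.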
Coupling enz – coupling enzyme interference in Giardia aldolase counter-screen | coupling enzyme system counterscreen, AmpLite Red fluorescence | activity change, negative = inhibition, % at 58.2 µM, hits read low | actives 0.67% (n = 290,000); in the data active means activity change below about -30%; further: on the % scale 0 is the no-effect control and ±100 the full control effect
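Activity here indicates interference with the coupling reaction, not aldolase inhibition. Compounds at 57.5 uM final met coupling enzymes for 10 min at RT; substrate and AmpLite Red detection followed, with a 525/598 nm fluorescence read after 20 min.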
TRPV1 ag – agonists of human vanilloid receptor 1 (TRPV1) | Q8NER1 | TRPV1-expressing cells, Fluo-8 calcium influx, agonist mode | activation, % at 8.33 µM | actives 0.19% (n = 320,000) | AID 540275; in the data active means activation above about 80%; inconclusive means between about 30% and that limit; further: 0% is about no effect
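TRPV1-expressing cells were cultured overnight at 35.5C and loaded with Fluo-8 calcium dye for 40 to 90 min at room temperature. After a 10 s baseline, compound was added and calcium influx was read kinetically for 3 min (ex 480/em 520 nm).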
KCNH2 WT inh – blocks the wildtype human KCNH2 potassium channel; Q12809; U2OS, BacMam KCNH2, thallium flux FluxOr; hits give low values; activity change, % at 1.84 µM; actives 0.37% (n = 340,000); AID 720551;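 active means maximum activity change below -70%; inconclusive means maximum activity change between -70% and -50%; inactive means maximum activity change above -50%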; further: on the % scale 0 is the no-effect control and ±100 the full control effect
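U2OS cells transduced with wild-type KCNH2 virus are loaded with FluxOr dye for 45 min, and thallium flux is measured in kinetic reads before and after stimulation buffer. Rate constants are normalized to DMSO controls.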
KCNH2 3.1 inh – KCNH2 3.1 (human) potassium channel inhibition; actives 0.95% (n = 340,000); U2OS KCNH2 3.1, thallium flux FluxOr; hits give low values; activity change, % (tested at about 1.8 µM);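 active means maximum activity change below -70%; inconclusive means maximum activity change from -70% to -50%; inactive means maximum activity change above -50%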;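 further: thallium influx rate constant from kinetic fluorescence after stimulation buffer; on the % scale 0 is the no-effect control and ±100 the full control effect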
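Thallium flux via FluxOr fluorescence (Red40 quencher, 45 min loading) in U2OS cells virally expressing the KCNH2 3.1 isoform (1.77 x 10^8 /mL virus, overnight at 37 C). Rate constants from 2-min kinetic reads post-stimulation, normalised to positive and negative controls.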
MBNL1 CUG block – inhibitors of human MBNL1 binding to CUG repeat RNA | Q9NR56 | TR-FRET MBNL1-His/biotin-(CUG)12 binding, 665/545 ratio | Potency, µM (highest dose often 57.5 µM), for inactives: top-dose activity change, negative = inhibition, hits mostly inhibitors | actives 0.036% (n = 280,000); active means well fitted inhibition curve with a large enough effect in the signal ratio, with a control signal flat, not every such curve was filed as active; inconclusive means small, poorly fitted or top-dose-only effect, or effect the other way, or a change in a side signal; inactive means no such curve, though single readings can be large or run the other way; the % refers to the signal ratio; further: potency means the concentration at half of the fitted maximal effect; on the % scale 0 is the no-effect control and ±100 the full control effect
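Compound titration spanned 92 nM–58 uM against the MBNL1-His/biotin-(CUG)12 complex. After 60 min at room temperature with 5 nM streptavidin-XL665 and 0.055 ng/ul terbium anti-His, ratiometric 665/545 nm emission (Ex 340 nm) normalized to controls.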
GALK inh – inhibitors of human galactokinase | AID 1868 | actives 0.007% (n = 270,000) | Potency, µM (doses to about 57.5 µM), without a hit: at the top dose activity change, negative = inhibition, actives largely listed as inhibitors | Purified GALK, Kinase-Glo residual ATP luminescence | P51570; further: potency means the concentration at half of the fitted maximal effect; on the % scale 0 is the no-effect control and ±100 the full control effect
Target sequence (P51570 whole entry, looked up): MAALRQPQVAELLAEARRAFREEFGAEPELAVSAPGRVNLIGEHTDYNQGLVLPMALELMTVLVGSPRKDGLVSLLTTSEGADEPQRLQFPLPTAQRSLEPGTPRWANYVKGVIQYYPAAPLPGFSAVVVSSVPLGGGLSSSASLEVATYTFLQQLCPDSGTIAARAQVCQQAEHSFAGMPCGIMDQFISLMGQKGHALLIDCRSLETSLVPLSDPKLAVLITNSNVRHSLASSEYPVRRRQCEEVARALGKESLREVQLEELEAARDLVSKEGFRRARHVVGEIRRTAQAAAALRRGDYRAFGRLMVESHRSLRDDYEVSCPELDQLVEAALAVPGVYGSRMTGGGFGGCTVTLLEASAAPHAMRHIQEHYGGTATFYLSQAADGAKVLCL
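GALK at 5 nM final was combined with compound, 35 uM ATP and 100 uM galactose in HEPES pH8.0 with MgCl2 and DTT. The reaction ran one hour at room temperature before luminescent ATP detection.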
A-T KAP1 phos – potential ataxia-telangiectasia treatments restoring KAP-1 phosphorylation; […] A-T fibroblasts, KAP-1 phosphorylation AlphaLISA; neocarzinostatin DNA damage 30 min before lysis; Potency, µM (highest dose often 57.5 µM), for the others: at the highest dose activation, actives largely listed as activators; actives 0.19% (n = 320,000); AID 485349; further: potency means the concentration at half of the fitted maximal effect; % of control where 0% means no effect; nearly all actives have a fitted effect of over 45% in size
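hTERT-immortalized A-T patient fibroblasts ([…]), 500 cells/well in OPTI-MEM, 1% FBS, got compounds for 60 min, then NCS for 30 min at 37C. Lysates were then assayed for phospho-KAP-1 by AlphaLISA (anti-pKAP1 donor, anti-KAP1 acceptor beads), 6 hr at 25C.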
CXXC DNA block – MLL CXXC-DNA interaction inhibition | Q03164 | MLL-CXXC / FITC-HOXA9 DNA fluorescence polarization | Potency, µM (top dose mostly 115 µM), without a hit: at the highest dose activity change, negative = inhibition, hits mostly inhibitors | actives 0.037% (n = 290,000); active means well fitted inhibition curve with a large enough effect in the polarisation, with a control signal flat, not every such curve was filed as active; inconclusive means small, poorly fitted or top-dose-only effect, or effect the other way, or a change in a side signal; inactive means no such curve, though single readings can be large or run the other way; the % refers to the polarisation; further: potency means the concentration at half of the fitted maximal effect
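Steps: dispense CXXC domain solution (7 uM) → pin compounds or unlabeled HOX-A9 DNA control → 5 min ambient → add FLSN-HOX-A9 solution (50 nM) → spin → 30 min ambient → fluorescence polarization. Tris pH 7.5/NaCl/DTT/BSA buffer.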
* hit, by the source's call; i = inactive; ? = inconclusive; . = no result given; [ ] = another dose, or the depositor's remark. Unless noted, the call rests on the fitted dose curve; in most records, active means well fitted curve in the direction sought with a large enough effect; inconclusive means small, poorly fitted or top-dose-only effect, or another doubt; inactive means no such curve, though single readings can be large; an effect the other way counts as inactive or inconclusive.

SMILES	Integrin act MD	S-ASM inh	Coupling enz	TRPV1 ag	KCNH2 WT inh	KCNH2 3.1 inh	MBNL1 CUG block	GALK inh	A-T KAP1 phos	CXXC DNA block
CC(=O)OC1CCC2(C)C(CCC3C2CC(=NO)C2(C)C(C(C)OC(C)=O)CCC32)C1 (stereo not given)	30%	0%	.	.	-16	-7	.	.	.	.
Cc1nn(C(C)(C)C)c(OC(=O)c2ccc3c(c2)OCO3)c1Sc1ccccc1	-19%	-5%	1	21	12	-15	0%	0%	0%	10%
O=C(c1nc2nc(-c3ccccc3)cc(C(F)(F)F)n2n1)N1CCCCC1	-5%	1%	0	-2	-4	-9	?	-1%	14%	-3%
CCOC(=O)CSCC(=O)N1N=C(c2cccs2)CC1c1ccc(F)cc1 (stereo not given)	-34%	-2%	1	28	2	-14	10%	0%	-6%	12%
CC(=O)Nc1ccc(N=Cc2c(O)c3ccccc3oc2=O)cc1	-22%	5%	0	-2	.	24	-6%	.	0%	?
CCCCN(C(=O)CSc1nnc(Nc2ccc(C)c(C)c2)s1)c1c(N)n(Cc2ccccc2)c(=O)[nH]c1=O	8%	-2%	1	-3	0	-15	-2%	-1%	3%	37%[activator]
CCOc1ccc(Cc2nn[nH]n2)cc1	24%	0%	2	1	-1	3	-10%	1%	3%	-3%
O=C(Nc1ccc2c(c1)CCC2)c1cccc(F)c1	9%	3%	-12	97*	21	9	.	1%	-2%	?
COc1cc(/C=C2\SC(=S)N(CCC(=O)Nc3cccc(O)c3)C2=O)cc(OC)c1OC	-21%	?	0	29	10	-6	6%	-5%	-3%	20%
Cc1ccc(C(=O)Nc2ccc(S(=O)(=O)N3CCOCC3)cc2)cc1C	4%	-2%	0	82*	-2	5	2%	2%	1%	-7%
CCCc1ccc(OCc2ccc(C(=O)OC)o2)c(OC)c1	39%	8%	1	6	-1	-3	3%	-2%	2%	12%
CC(=O)Nc1ccc2nc(-c3cccs3)[nH]c2c1	6%	5%	3	-1	8	-1	5%	3%	6%	-6%
CCCc1c(C(=O)N/N=C/c2ccncc2)nnn1-c1nonc1N	2%	-2%	-5	-1	-11	2	-6%	1%	19%	?
CNc1c(NS(=O)(=O)c2cc(OC)ccc2OC)c(=O)oc2ccccc12	-3%	-6%	-1	2	3	0	16%	-2%	-1%	0%
O=C(COc1ncnc2ccccc12)N1CCN(C(=O)c2ccco2)CC1	12%	1%	-1	2	6	2	-1%	-3%	3%	-9%
COc1ccc(CNc2nc3ccccc3n2Cc2ccc(Cl)cc2)cc1OC	1%	0%	1	-2	7	-37	?	0%	-4%	0%
CCOc1ccc(NC(=O)CN(c2ccc(OC)c(OC)c2)S(=O)(=O)c2ccc(C)cc2)cc1	6%	2%	-2	0	0	-5	-4%	0%	3%	8%
COc1ccccc1CNCc1cc(OC)c(OC)cc1OC	-31%	6%	2	-3	13	6	3%	-2%	-8%	1%
COc1ccccc1NC(=O)Cn1nc(C(F)(F)F)c2c1CCCC2	-10%	-4%	2	16	-7	3	?	-2%	10%	-3%
COc1ccc(C(CNC(=O)c2cccc(NC(=O)c3cccs3)c2)N2CCCC2)cc1 (stereo not given)	-27%	-1%	.	-1	41	3	.	.	12%	.
COc1ccc(OC(C)C(=O)N(C)Cc2nc(-c3ccc(C)cc3)no2)cc1 (stereo not given)	-23%	-1%	1	1	-9	-6	-4%	-1%	-2%	-3%
Brc1ccc(-c2csc(-c3ccncc3)n2)cc1	15%	-6%	-1	10	1	-1	.	0%	14%	2%
O=C(NCc1ccc2c(c1)OCO2)c1cc(-c2ccccc2)nn1CC1CC(c2cccnc2)=NO1 (stereo not given)	-7%	0%	.	.	-7	-1	.	.	.	.
O=C(COC(=O)c1c2c(nc3ccccc13)/C(=C\c1cccs1)CCC2)Nc1ccccc1Cl	0%	.	2	?	-43	7	0%	4%	3%	25%
CCOC(=O)N1CCN(Cc2ccc3ccccc3c2)CC1	?	3%	1	8	4	1	-1%	0%	2%	-2%
Cc1ccc(OCC(=O)N(C)CC(=O)Nc2ccc(F)cc2)c([N+](=O)[O-])n1	2%	5%	0	-2	i	-19	?	.	12%	3%
Cc1nnc(NC(=O)C2COc3ccccc3O2)s1 (stereo not given)	11%	4%	2	-1	3	9	-4%	7%	4%	-13%
CCCN(CCC)C(=O)c1cn(CC)c2ccc(S(=O)(=O)N3CCCCC3)cc2c1=O	26%	3%	-1	0	-3	-2	3%	-2%	4%	-5%
Cc1cc(C)nc(-n2nc(C)c(Oc3ccccc3O)c2C)n1	-16%	0%	0	-2	-26	11	-2%	1%	9%	-1%
COc1ccc(C(=O)Nn2cc3c(c2-c2ccccc2)c(=O)n(C)c(=O)n3C)cc1	-15%[7.66 µM]	4%	3	-1	-12	7	?	0%	-6%	2%
Fc1ccc(-c2nnc(NC3=NCCCCC3)o2)cc1	2%	0%	-5	10	-1	-26	1%	10%	-1%	6%
CC(C)c1ccc(NC(=O)Cn2nnc(C(=O)NCc3ccc4c(c3)OCO4)c2N)cc1	-8%	-1%	1	1	2	17	6%	-1%	-3%	8%
Cc1csc(SCC(=O)Nc2cc(S(=O)(=O)N3CCCC3)ccc2Cl)n1	-5%	0%	2	-8	-2	-8	-1%	-4%	0%	10%
O=C(CSCc1ccco1)Nc1cc(C(F)(F)F)ccc1N1CCOCC1	-8%	-5%	-1	25	0	-2	-6%	6%	1%	-11%
CCN1C(=O)C2(SC(NC(C)=O)=NN2C(C)=O)c2cc(C)ccc21 (stereo not given)	4%	0%	4	1	5	8	4%	-3%	1%	2%
Cn1c(COc2ccc(F)cc2)nnc1SCC(=O)NC1CC1	4%	2%	.	-2	7	.	-1%	-3%	4%	2%
Nc1nc(N2CCOCC2)cc(=O)[nH]1	-6%	13%	-15	0	6	-1	-11%	4%	-5%	-16%
COc1cccc(NC(=O)CN2CCN(S(=O)(=O)c3ccc(F)cc3)CC2)c1	-1%	0%	2	0	-1	3	-6%	-4%	2%	-8%
O=C(COc1ccc(Br)cc1)Nc1ccncc1	-17%	2%	0	?	-6	-4	-4%	0%	.	-2%
CC(=O)N1CCC(=NNc2ccnc3cc(Cl)ccc23)CC1	-20%	-1%	-16	2	8	.	6%	1%	3%	-1%
Cc1ccc(S(=O)(=O)N2CCN(c3ccccc3)CC2)cc1C(=O)NC1CCCCC1	-21%	-1%	.	15	1	2	-4%	6%	6%	-9%
CCN1CCN(c2ccc(S(=O)(=O)N3CCCC3)cn2)CC1	-25%	3%	-3	-3	-15	10	0%	-3%	-2%	-1%
CC(C)(C)OC(=O)C[C@@H]1C/C=C\C[C@@H](CC(=O)N[C@@H](CO)Cc2ccccc2)C(=O)N2CCC[C@@H]2COC1=O	14%	3%	.	.	-12	-6	.	.	-3%	.
COc1nc2c(C)cccc2cc1-c1noc(-c2ccncc2)n1	.	.	-6	0	.	.	-8%	0%	-18%	-8%
CSc1ncc(CN2CCc3c([nH]c4ccccc34)C2C(C)(C)C)cn1 (stereo not given)	21%	42%[activator]	0	-2	-4	23	1%	6%	5%	-2%
CCn1c(C)nc2cc(C(=O)NNS(=O)(=O)c3cc(Br)ccc3Br)ccc21	24%	-1%	1	-4	1	20	2%	7%	-2%	3%
O=C(C1CC1)N1N=C(c2ccc(F)cc2)CC1(O)C(F)(F)F (stereo not given)	-5%	-1%	2	1	-11	2	1%	-6%	6%	-4%
COc1ccc2oc(C(=O)NCCN3CCOCC3)c(C)c2c1OC	16%	0%	.	19	2	5	-3%	1%	29%	-9%
O=C(N/N=C/c1cccc([N+](=O)[O-])c1)c1cc(-c2ccccc2)nc2ccccc12	-7%	-9%	-6	-3	15	-26	.	3%	-5%	5%
Cc1cc(C)n2nc(-c3ccsc3-n3c(C)ccc3C)cc2n1	20%	-2%	0	-1	-1	-1	1%	1%	18%	3%
